Bioassay records deposited in PubChem BioAssay by National Center for Advancing Translational Sciences (NCATS).
HTT cytoprotect = cytoprotection in Huntington HTT-Q103 PC12 cell model. Potency, µM (doses to about 56.4 µM), inactives show cytoprotection (ATP increase), actives largely listed as activators. AID 1471. 230,000 tested, 0.14% active. PC12 HTT-Q103 induced, cytoprotection, ATP luminescence, 40 h;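 further: % of control where 0% means no effect; nearly all actives have a fitted effect of over 45% in size; toxic huntingtin expression switched on by the ecdysone agonist tebufenozide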
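Huntington model: PC12 line, ecdysone-inducible HTTQ103 exon1–GFP, tebufenozide 100 nM. Test articles in a dose series. Endpoint luminescence from cellular ATP.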
GAA glycogen mod = alters human alpha-glucosidase cleavage of glycogen; P10253; recombinant GAA, glycogen substrate, Amplex Red glucose oxidase fluorescence; Potency, µM (titrated, usually from 76.4 µM), for the others: at the highest dose activity change, negative = inhibition, hits mostly inhibitors; 300,000 tested, 0.38% active; AID 2100;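 further: 0% = full enzyme reaction and -100% = no-enzyme basal signal; the screen sought inhibitors and activators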
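Recombinant enzyme (4 nM final) with compounds titrated up to 77 uM and bovine liver glycogen (30 ug) in citrate pH 5.0, 0.01% Tween-20, 37 C 40 min. Released glucose detected by Amplex Red/glucose oxidase (Ex 573/Em 610); AC50 from Hill fits.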
GAA spleen mod = inhibitors or activators of human alpha-glucosidase in spleen homogenate | P10253 | human spleen homogenate, 4-MU-alpha-glucoside fluorescence | Potency, µM (series often up to 79.9 µM), inactives show at the top dose activity change, negative = inhibition, most hits filed as inhibitors | 240,000 tested, 0.006% active;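 further: 0% = enzyme with vehicle and -100% = no enzyme basal signal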
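Enzyme source: human spleen homogenate, 1 ug/well. Buffer 50 mM citric acid/K phosphate pH 5.0, 0.01% Tween-20. 4-MU-alpha-glucoside 1 mM; 37 C x 40 min; NaOH/glycine stop; fluorescence.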
RGS12 GoLoco inh = RGS12 GoLoco-Gai1 interaction inhibition | Potency, µM (doses to about 61.6 µM), for the others: at the top dose activity, negative = inhibition, usual class: inhibitors | Gai1:RGS12 GoLoco peptide FP, rhodamine, 10 min | AID 880 | 230,000 tested, 0.44% active | P63096; active means well fitted inhibition curve with a large enough effect, not every such curve was filed as active; inactive means no such curve, though single readings can be large or run the other way; further: on the % scale 0 is the no-effect control and ±100 the full control effect; nearly all actives have a fitted effect of over 30% in size; many of its hits are not listed in these tables
Target sequence (P63096 whole entry, looked up): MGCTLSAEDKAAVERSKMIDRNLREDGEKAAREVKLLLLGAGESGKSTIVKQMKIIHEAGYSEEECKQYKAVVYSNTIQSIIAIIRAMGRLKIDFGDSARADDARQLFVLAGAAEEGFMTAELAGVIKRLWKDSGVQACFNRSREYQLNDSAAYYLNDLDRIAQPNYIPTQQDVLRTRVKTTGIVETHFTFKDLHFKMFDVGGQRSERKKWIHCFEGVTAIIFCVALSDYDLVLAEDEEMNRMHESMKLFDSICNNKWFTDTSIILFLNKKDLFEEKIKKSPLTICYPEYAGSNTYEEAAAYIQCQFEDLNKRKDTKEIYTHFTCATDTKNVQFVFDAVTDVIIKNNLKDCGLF
IMPase Li cell = membrane-permeable IMPase blocker, potentiated with lithium; CHO-M1 cells, IP1 TR-FRET (IP-One), carbachol + lithium; Potency, µM (titrated, usually from 59.4 µM), without a hit: top-dose activity, negative = IMPase inhibition, actives largely listed as inhibitors; 210,000 tested, 0.35% active; AID 1457;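 further: IP1 builds up when IMPase is blocked and the TR-FRET signal falls; plate controls were basal vehicle for no effect and high inhibitor control for full effect; nearly all actives have a fitted effect of over 50% in size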
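CHO cells stably expressing M1 receptor (2000/well) were cultured 16–30 h, then exposed to compounds with a small lithium addition for 30 min at 37C. IP1 was measured by TR-FRET competition; AC50 from Hill fits.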
GAA inhib = blocks human lysosomal alpha-glucosidase; purified human GAA, 4-MU-alpha-glucoside fluorescence; AID 1466; 200,000 tested, 0.005% active; P10253; Potency, µM (doses to about 76.9 µM), inactives show top-dose activity change, negative = inhibition, actives largely listed as inhibitors;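 further: plate controls were uninhibited enzyme wells for no effect and no-enzyme background for full effect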
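Fluorescence at Ex 365/Em 440 nm from 4-methylumbelliferone reported enzyme activity after 20 min at room temperature. Reactions used 4 nM enzyme and 400 uM substrate at pH 5.0; curves fitted with the Hill equation.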
HTT aggregate = inhibitors of mutant huntingtin aggregate formation in PC12 cells | PC12 HttQ103-GFP aggregates, Acumen cytometry, 40 h | AID 1688 | Potency, µM (series often up to 46.1 µM), without a hit: at the highest dose activity change, negative = inhibition, actives largely listed as inhibitors | 220,000 tested, 1.1% active; further: on the % scale 0 is the no-effect control and ±100 the full control effect; nearly all actives have a fitted effect of over 60% in size
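PC12 cells stably carrying ecdysone-inducible HTT exon 1 Q103–GFP were induced with tebufenozide (100 nM final) and treated with library compounds in titration. GFP aggregates in lysates were counted by laser scanning cytometry.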
Numbers without * were called inactive; u = inconclusive; x = no result given; & = joins results of further samples; [ ] = dose if it differs, or a comment. Unless noted, the call rests on the fitted dose curve; in most records, active means well fitted curve in the direction sought with a large enough effect; inconclusive means small, poorly fitted or top-dose-only effect, or another doubt; inactive means no such curve, though single readings can be large; an effect the other way counts as inactive or inconclusive. Potency means the concentration at half of the fitted maximal effect.

The opening 3 compounds, to show the layout:
compound	HTT cytoprotect	GAA glycogen mod	GAA spleen mod	RGS12 GoLoco inh	IMPase Li cell	GAA inhib	HTT aggregate
Cc1ccc(/C=N/Nc2ccc3ccccc3n2)o1	-164.5%[inhibitor]	u	x	-8.8%	-4.0%	-6.6%	12.6µM*
Cn1c(=O)oc2cc(NC(=O)CCl)ccc21	2.4%[10 µM]	-18.9%	14.5%	5.3%	x	x	-23.8%[9.22 µM]
Oc1cccc(/C=N/Nc2cc(N3CCCC3)nc(N3CCCC3)n2)c1	4.9%[10 µM]	-2.7%	-6.8%	14.3%	16.9%	0.7%	2.4%

The whole of this part, repeating the preview:
compound	HTT cytoprotect	GAA glycogen mod	GAA spleen mod	RGS12 GoLoco inh	IMPase Li cell	GAA inhib	HTT aggregate
Cc1ccc(/C=N/Nc2ccc3ccccc3n2)o1	-164.5%[inhibitor]	u	x	-8.8%	-4.0%	-6.6%	12.6µM*
Cn1c(=O)oc2cc(NC(=O)CCl)ccc21	2.4%[10 µM]	-18.9%	14.5%	5.3%	x	x	-23.8%[9.22 µM]
Oc1cccc(/C=N/Nc2cc(N3CCCC3)nc(N3CCCC3)n2)c1	4.9%[10 µM]	-2.7%	-6.8%	14.3%	16.9%	0.7%	2.4%
COc1cccc(S(=O)(=O)N2CCN(c3ccccc3F)CC2)c1	9.4%[0.074 µM]	-1.7%	0.0%	7.1%	35.1%[activator][38.3 µM]	-9.0%	-18.8%
CCc1nc2oc(C(=O)c3ccccc3)c(N)c2c2c1COC(C)(C)C2	-16.1%	-1.6%	0.7%	-2.3%	-1.4%[38.3 µM]	5.6%	7.1%
CN(C)CCCNC(=S)N(Cc1cccs1)Cc1cc2cc3c(cc2[nH]c1=O)OCCO3	11.8%[10 µM]	-1.6%	-1.2%	9.9%	22.0%	8.2%	-0.8%[9.22 µM]
NN1C(=O)c2cccc3c(C(=O)O)ccc(c23)C1=O	8.7%[10 µM]	-0.6%	-2.7%	8.4%	-11.2%	2.8%	-8.1%
CC(C)CCCC(C)NS(=O)(=O)Cc1ccccc1 (stereo not drawn)	11.3%	-3.8%	-7.6%	-0.1%	25.3%[38.3 µM]	-1.5%	u
CCN1CCn2c1nc(N1CCOCC1)nc2=O	-4.0%	-1.1%	-4.5%	3.6%	12.9%[38.3 µM]	-3.9%	-17.5%
Cc1cccc(/C(N)=N/OC(=O)c2ccc3c(c2)OCO3)c1	-7.2%[10 µM]	17.0%	-7.0%	4.8%	-3.5%	0.9%	2.5%
C=CCc1cccc(CNc2c(C)n(C)n(-c3ccccc3)c2=O)c1O	-19.6%[0.074 µM]	u	-6.3%	-5.3%	18.6%[38.3 µM]	-4.0%	-3.1%
CCC(=O)Nc1nnc(SCC(=O)Nc2ccc(F)cc2)s1	-5.3%[10 µM]	0.6%	3.4%	9.8%	9.7%[38.3 µM]	-14.8%	-26.4%
CCNS(=O)(=O)c1ccc(NC(=O)Nc2cc(C)ccc2OC)cc1	-14.1%[10 µM]	-4.1%	1.6%	-0.8%	x	x	-42.1%[9.22 µM]
O=C(NCc1ccco1)C1CC(c2ccccc2O)=NO1 (stereo not drawn)	30.6%[10 µM]	0.0%	-3.2%	-7.6%	6.9%	6.1%	22.8%[9.22 µM]
COc1ccc(N2CCN(S(=O)(=O)c3ccc(-n4cnnn4)c(C)c3)CC2)cc1	38.2%[10 µM]	8.3%	-1.2%	-4.3%	1.4%	3.4%	11.2%
Cc1cccc(CN2CCN(Cc3cnn(-c4ccccc4F)c3)CC2CCO)n1 (stereo not drawn)	-4.8%[10 µM]	-1.5%	-2.0%	3.3%	11.1%	x	-5.8%[9.22 µM]
CCOc1ccccc1OCCCCOc1ccccc1F	-10.3%[10 µM]	-12.6%	-5.1%	22.6%	7.2%	0.5%	1.0%
C/C(=N/Nc1ccc(C(=O)O)cc1)c1ccc(O)c(O)c1O	21.6%[10 µM]	-17.3%	-2.7%	-0.6%	20.4%	-3.2%	-5.1%
CC1CCN(c2ccc([N+](=O)[O-])c(SCCO)c2)CC1	-1.8%[10 µM]	-7.6%	3.2%	8.3%	x	x	-7.8%[9.22 µM]
Cc1cccc(C(=O)NNC2=C(C(=O)C(F)(F)F)CCC2)c1O	-56.8%[inhibitor]	u	-6.7%	18.8%	62.0%[activator][38.3 µM]	-3.9%	u

Next structures follow:
compound	HTT cytoprotect	GAA glycogen mod	GAA spleen mod	RGS12 GoLoco inh	IMPase Li cell	GAA inhib	HTT aggregate
COc1ccccc1OCCNC(=O)/C=C/c1ccc([N+](=O)[O-])cc1	x	-12.7%	-3.4%	5.0%	-5.4%	u	12.1%
CCOC(=O)C1=C(CSCc2ccccc2)NC(=O)NC1c1cc(C)ccc1C (stereo not drawn)	0.6%	-7.3%	-11.9%	4.8%	21.5%[38.3 µM]	-7.4%	u
COc1ccc(C(=O)OC2CC3CC[C@H](C2)N3C(C)=O)cc1OC (stereo partly drawn)	-0.7%	x	8.7%	1.7%	8.9%	x	x
O=C(CNS(=O)(=O)c1ccc2ccccc2c1)NCCc1ccccn1	-39.9%[inhibitor]	-10.0%	4.4%	-0.6%	-0.9%	-4.5%	20.2%
O=C(CCCSc1nc2sc3c(c2c(=O)[nH]1)CCC3)NCCCO	3.6%	7.6%	-1.2%	12.3%	1.1%[38.3 µM]	-1.1%	1.6%
COC(=O)[C@@H]1CCCN1Cc1c(C(=O)N2CCCCC2)nc2c(C)cccn12	14.3%[10 µM]	6.5%	-6.5%	13.8%	4.6%	17.0%	0.8%[9.22 µM]
O=C(COC(=O)c1ccc([N+](=O)[O-])o1)c1ccccc1	x	12.9%	0.0%	-0.6%	1.5%	-9.1%	25.7%
C=CCOc1ccc2cccc(/C=N/NC(=O)c3cc4cc([N+](=O)[O-])ccc4s3)c2c1	-29.1%	-3.4%	-5.8%	-7.9%	0.0%[38.3 µM]	-14.2%	-6.6%
CNC(=O)COC(=O)/C=C/c1nc2ccccc2s1	-38.4%	8.7%	3.3%	1.5%	1.9%	0.0%	13.8%
O=C(CCCN1C(=O)C2C3C=CC(C3)C2C1=O)N1CCN(c2ccccc2)CC1 (stereo not drawn)	-5.4%	-28.2%	-2.9%	-1.6%	-5.2%[38.3 µM]	3.4%	1.2%
COc1ccc2c(c1)CC[C@@H]1[C@@H]2CC[C@]2(C)C(=O)CC[C@@H]12	x	-0.8%	2.5%	-9.0%	7.3%	2.6%[15.4 µM]	1.8%
COc1cc2c(cc1OC)C1Cc3ccc(OC)c(OC)c3CN1CC2 (stereo not drawn)	-12.6%[10 µM]	-21.2%	0.8%&3.5%	3.4%&-4.1%	2.0%[38.3 µM]	9.8%	-11.6%
CC(=O)N1CCCC(C(=O)c2ccc(Oc3ccccc3)cc2)C1 (stereo not drawn)	6.5%[10 µM]	9.1%	3.8%	15.7%	10.2%	11.0%	-6.1%[9.22 µM]
COc1cccc(Cn2c(N)c(C#N)c3nc4ccccc4nc32)c1OC	-15.6%	1.4%	2.5%	89.8%[activator]	u	-2.6%	-3.2%[9.22 µM]
O=[N+]([O-])c1ccc2nc(-c3ccccc3)oc2c1	-57.9%[inhibitor]	1.0%	x	-3.6%	-17.0%	7.0%	-7.9%
O=C(CN1CCN(c2ccccc2F)CC1)Nc1ccccc1F	-10.5%	-5.5%	0.9%	-7.3%	-5.2%[38.3 µM]	-4.9%	0.6%
CC1(C)CC[C@]2(C(=O)O)CC[C@]3(C)C(=CCC4[C@@]5(C)CC[C@H](O)C(C)(C)[C@@H]5CC[C@]43C)C2C1 (stereo partly drawn)	-3.1%[1.9 µM]	x	-1.1%	4.0%	-0.1%	x	x
Nc1nc(-c2ccccc2)nn1C(=O)c1ccco1	-15.9%	4.7%	-0.5%	14.6%	-22.2%	5.4%	-14.8%
COc1cccc(N2C(=O)c3ccncc3C2=O)c1	-9.1%	2.6%	-1.1%	3.6%	-11.5%[38.3 µM]	-1.0%	10.3%
CCOC(=O)C1(Cc2ccccc2)CCCN(Cc2ccncc2)C1 (stereo not drawn)	-8.4%[10 µM]	3.6%	-1.1%	15.1%	5.2%	u	-10.0%[9.22 µM]

Next section.
Values run as follows: HTT cytoprotect | GAA glycogen mod | GAA spleen mod | RGS12 GoLoco inh | IMPase Li cell | GAA inhib | HTT aggregate
> COc1ccc(S(=O)(=O)N2CCCCC2)cc1NC(=S)Nc1cccc(Cl)c1C
  -22.4%[10 µM] | -15.4% | 4.5% | 11.3% | 8.6% | -2.8% | 15.8%
> O=C1C2C3C=CC(C2C(=O)N1CN1CCOCC1)C1C2C(=O)N(CN4CCOCC4)C(=O)C2C31 (stereo not drawn)
  -8.7%[10 µM] | x | x | 2.6%[14.2 µM] | -4.1% | x | x
> CCOC(=O)/C=C/C(=O)Nc1cccc([N+](=O)[O-])c1
  12.0%[10 µM] | 8.8% | -3.7% | -26.1% | -5.7% | -2.6% | -2.4%
> CCC1=C2CC[C@H]3C(=O)N(c4ccccc4)C(=O)[C@H]3[C@H]2[C@@]2(Cc3ccccc3)C(=NCc3ccccc3)OC(=O)N2C1=O
  1.7% | x | -5.4% | 4.8% | -4.3% | x | x
> Cc1ccc(-c2csc3nnc(SCC(=O)NCc4ccc5c(c4)OCO5)n23)cc1
  15.3%[10 µM] | -4.3% | -8.5% | 1.4% | 14.0%[38.3 µM] | -13.7% | 4.2%
> CCOC(=O)CNC(=O)c1cnn2cccnc12
  10.5% | 2.6% | -2.8% | -24.3% | -14.2%[38.3 µM] | -10.6% | 2.8%
> Cc1cccc(C)c1NC(=O)Nc1ccc(S(N)(=O)=O)cc1
  1.2%&5.3%[10 µM] | -5.2% | -4.0% | 7.0%[14.2 µM] | -2.8% | 2.5% | -2.1%[9.22 µM]
> COc1ccc(N=C2SC(C(=O)N3CCN(c4ccccc4)CC3)CC(=O)N2C)cc1 (stereo not drawn)
  7.9%[10 µM] | 8.7% | -6.4% | -6.8% | -3.4% | x | 8.3%[9.22 µM]
> O=S(=O)(/N=C(/c1ccc(F)cc1)N1CCCCC1)c1ccc(Cl)cc1
  3.0%[10 µM] | 18.1% | -1.0% | x | x | 3.1% | 16.9%

A portion of the library; count on the stated rates, not on these rows.
